Mdm2 MdmX PPI – human Mdm2/MdmX binding inhibition; SaOS-2 split-luciferase Mdm2/MdmX complementation, luminescence; inhibition, % at 8 µM; 3% of 330,000 active;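 active means inhibition of at least 50% at 8 µM in the primary screen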
Target sequence (O15151 whole entry, looked up): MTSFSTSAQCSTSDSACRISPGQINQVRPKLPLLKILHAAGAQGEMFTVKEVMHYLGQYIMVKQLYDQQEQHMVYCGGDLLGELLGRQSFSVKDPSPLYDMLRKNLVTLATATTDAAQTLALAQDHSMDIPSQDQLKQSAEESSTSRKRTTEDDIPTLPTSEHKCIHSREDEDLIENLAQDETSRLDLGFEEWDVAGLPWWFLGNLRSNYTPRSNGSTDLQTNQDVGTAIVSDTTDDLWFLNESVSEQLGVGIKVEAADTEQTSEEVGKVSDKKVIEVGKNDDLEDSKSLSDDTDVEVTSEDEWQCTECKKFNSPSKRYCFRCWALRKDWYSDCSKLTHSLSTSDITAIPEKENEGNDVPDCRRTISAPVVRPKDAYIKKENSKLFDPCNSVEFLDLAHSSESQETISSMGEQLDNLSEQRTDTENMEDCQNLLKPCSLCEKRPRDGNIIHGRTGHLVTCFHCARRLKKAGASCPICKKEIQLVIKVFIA
Target sequence (Q00987 whole entry, looked up): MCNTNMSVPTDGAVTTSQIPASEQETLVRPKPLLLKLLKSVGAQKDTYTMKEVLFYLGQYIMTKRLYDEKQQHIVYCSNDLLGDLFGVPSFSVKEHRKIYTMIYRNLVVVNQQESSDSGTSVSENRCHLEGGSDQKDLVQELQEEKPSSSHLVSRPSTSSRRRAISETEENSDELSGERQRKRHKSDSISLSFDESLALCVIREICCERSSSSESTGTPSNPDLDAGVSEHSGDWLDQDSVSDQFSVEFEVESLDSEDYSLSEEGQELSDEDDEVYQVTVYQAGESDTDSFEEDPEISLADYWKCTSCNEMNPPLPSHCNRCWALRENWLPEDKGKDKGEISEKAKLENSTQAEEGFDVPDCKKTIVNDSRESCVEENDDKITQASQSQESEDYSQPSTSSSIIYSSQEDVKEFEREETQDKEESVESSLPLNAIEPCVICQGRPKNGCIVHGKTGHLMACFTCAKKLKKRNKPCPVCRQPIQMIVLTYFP
EBI2 block – EBI2 (human) antagonism. P32249. inhibition, % at 5 µM. EBI2 beta-arrestin recruitment, luminescence, 7a,25-OHC stimulated. 0.81% of 360,000 active; in the data active means inhibition above about 38%;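 further: enzyme fragment complementation signal reports receptor beta-arrestin coupling in cells; 0% = agonist plus DMSO wells and 100% = wells without agonist; some results beyond the cut were filed as inactive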
CCR6 antag – CCR6 (human) receptor antagonism; inhibition, % at 20 µM; P51684; CHO-K1 CCR6 PathHunter beta-arrestin, luminescence, CCL20-stimulated; 0.49% of 340,000 active; AID 493098;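 active means compounds whose inhibition of the agonist-driven luminescence signal at 20 µM reaches about 50%, limit read from the data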;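 further: cells stimulated with CCL20 at 14 nM final; plate controls were DMSO with CCL20 for no effect and DMSO without agonist for full effect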
Jurkat NFkB inh – lowers PMA/ionomycin-induced NF-kB signal in Jurkat cells | inhibition, % at 4 µM | PMA/ionomycin-induced NF-kB luciferase reporter, luminescence | AID 435003 | 0.53% of 330,000 active; in the data active means inhibition above about 50%
697 NFkB inh – lowers PMA/ionomycin-induced NF-kB signal in 697 B cells; inhibition, % at 4 µM; AID 435022; 697 B-cell NF-kB luciferase reporter, 16 h; 0.33% of 330,000 active; in the data active means inhibition above about 35%
UPR XBP1 act – activators of adaptive arm of unfolded protein response (XBP1); AID 463104; activation, % at 20 µM; 0.33% of 330,000 active; CHO-XBP1 luciferase reporter, IRE1-XBP1 UPR activation, luminescence; percent of tunicamycin response, DMSO as zero;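 active means versus positive control, 20 µM dose yields 30% or more activation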;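 further: 100% = tunicamycin at 10 µg/mL and 0% = DMSO only wells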
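Material: CHO-XBP1 cells stably carrying IRE1-XBP1-driven luciferase reporter / Amount: 1000 cells per well / Compound: 20 µM, 1% DMSO / Times: 6 h treatment, 37 °C / Detection: luciferase luminescence / Measure: % activation of reporter signal versus tunicamycin and DMSO controls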
Gli-Sufu block – Gli-Sufu pathway antagonism; Sufu-KO-LIGHT fibroblasts, Gli luciferase reporter luminescence; inhibition, % at 5 µM; 0.74% of 340,000 active; AID 588413;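 active means inhibition above about 55%, limit read from the data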;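 further: 0% = DMSO-treated cells and 100% = wells with medium but no cells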
CHOP UPR activ – apoptotic UPR (CHOP) activation. 0.34% of 330,000 active. activation, % at 10 µM. CHO-CHOP luciferase reporter, luminescence; percent of tunicamycin response over DMSO baseline. AID 449763;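 active means at 10 µM dose, activation of 40% or more, normalized to positive control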;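 further: 100% = tunicamycin at 10 µg/mL and 0% = DMSO alone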
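System: CHO CHOP reporter cells. Amount: 500 cells per well. Buffer or medium: F12 medium, 10% FBS. Compound dosing: one dose, 10 µM in 0.5% DMSO. Incubation: 6 h compound exposure at 37 °C after overnight seeding. Technique: Steady-Glo luciferase luminescence. Benchmarks: tunicamycin and DMSO controls.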
CXCR6 inh – blocks human CXCR6 beta-arrestin recruitment | inhibition, % at 20 µM | AID 602244 | CHO-K1 PathHunter CXCR6 beta-arrestin, luminescence | O00574 | 0.36% of 360,000 active; in the data active means inhibition above about 34%, passing the limit was not always enough;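 further: antagonist mode with CXCL16 agonist at 10 nM final; 0% = 10 nM CXCL16 with DMSO and 100% = unstimulated wells without agonist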
Numbers without * were called inactive.

Cc1ccc(F)cc1NC(=O)/C=C/c1ccc(S(=O)(=O)N2CCOCC2)cc1 was read as Mdm2 MdmX PPI 13, EBI2 block 2, CCR6 antag 15, Jurkat NFkB inh 1, 697 NFkB inh 4, UPR XBP1 act -5, Gli-Sufu block 4, CHOP UPR activ -1.7 and CXCR6 inh -4.
`Cc1c(CCC(=O)O)c(=O)oc2cc3occ(-c4ccc(F)cc4)c3cc12` gave Mdm2 MdmX PPI 9, EBI2 block -9, CCR6 antag 6, Jurkat NFkB inh -2, 697 NFkB inh -13, UPR XBP1 act 3, Gli-Sufu block 3, CHOP UPR activ -1.4 and CXCR6 inh -5.
`CCCc1cc(N2CCC(C(N)=O)CC2)nc(-c2ccccc2)n1` gave Mdm2 MdmX PPI -8, EBI2 block 0, CCR6 antag 8, Jurkat NFkB inh 2, 697 NFkB inh -6, UPR XBP1 act 1, Gli-Sufu block -5, CHOP UPR activ -0.2 and CXCR6 inh 2.
For O=S(=O)(c1ccccc1)n1c(C(O)c2ccccn2)cc2ccccc21 (stereo not drawn) the results were Mdm2 MdmX PPI -7, EBI2 block -1, CCR6 antag 4, Jurkat NFkB inh 7, 697 NFkB inh -3, UPR XBP1 act 0, Gli-Sufu block 3, CHOP UPR activ 5.3 and CXCR6 inh 7.
COc1cccc(NC(=O)Cn2c(=O)oc3cc(S(=O)(=O)N4CCCC4)ccc32)c1 was read as Mdm2 MdmX PPI -34, EBI2 block 4, CCR6 antag -2, Jurkat NFkB inh 7, 697 NFkB inh 10, UPR XBP1 act -2, Gli-Sufu block -13, CHOP UPR activ -1.3 and CXCR6 inh -7.
For O=C(CSc1nnc(NC2CCCCC2)s1)N1CCOCC1 the results were Mdm2 MdmX PPI -7, EBI2 block -8, CCR6 antag 6, Jurkat NFkB inh -6, 697 NFkB inh 0, UPR XBP1 act 2, Gli-Sufu block -3, CHOP UPR activ -1.4 and CXCR6 inh -4.
For CC(C)CNS(=O)(=O)c1ccc(OCC(=O)NCC2CCCO2)c(Cl)c1 (stereo not drawn) the results were Mdm2 MdmX PPI 30, EBI2 block 5, CCR6 antag -4, Jurkat NFkB inh -3, 697 NFkB inh 9, UPR XBP1 act -1, Gli-Sufu block 2, CHOP UPR activ -1.0 and CXCR6 inh 1.
COc1ccc(C2C(C(=O)OC3CCCCC3)=C(C)Nc3nnnn32)c(OC)c1OC (stereo not drawn) was read as Mdm2 MdmX PPI 18, EBI2 block 13, CCR6 antag 7, Jurkat NFkB inh 14, 697 NFkB inh 5, UPR XBP1 act 4, Gli-Sufu block 12, CHOP UPR activ 0.2 and CXCR6 inh 5.
Screening CS(=O)(=O)N(CC(=O)N1CCN(c2cccc(Cl)c2)CC1)C1CCCCC1 returned Mdm2 MdmX PPI -1, EBI2 block 3, CCR6 antag 1, Jurkat NFkB inh 3, 697 NFkB inh 25, UPR XBP1 act -2, Gli-Sufu block 4, CHOP UPR activ 2.6 and CXCR6 inh -3.
`COC(=O)c1nc(NC2=NCCCCC2)n[nH]1` gave Mdm2 MdmX PPI 5, EBI2 block 1, CCR6 antag 6, Jurkat NFkB inh -2, 697 NFkB inh 22, UPR XBP1 act -1, Gli-Sufu block 6, CHOP UPR activ -0.5 and CXCR6 inh 12.
For Cc1ccc(NC(=S)N2CCC(NC(=O)c3ccccc3)CC2)cc1 the results were Mdm2 MdmX PPI 14, EBI2 block -3, CCR6 antag -14, Jurkat NFkB inh 18, 697 NFkB inh 8, UPR XBP1 act -3, Gli-Sufu block -16, CHOP UPR activ 1.6 and CXCR6 inh 2.
Screening COc1ccc(CCC(=O)Nc2ccc3c(c2)OCO3)cc1 returned Mdm2 MdmX PPI 9, EBI2 block -13, CCR6 antag 16, Jurkat NFkB inh -17, 697 NFkB inh 2, UPR XBP1 act -3, Gli-Sufu block -4, CHOP UPR activ 0.5 and CXCR6 inh 2.
For O=C(NCCCO)C(=O)NCc1ccccn1 the results were Mdm2 MdmX PPI 1, EBI2 block -10, CCR6 antag 1, Jurkat NFkB inh -4, 697 NFkB inh 14, UPR XBP1 act 1, Gli-Sufu block 5, CHOP UPR activ -2.2 and CXCR6 inh -2.
Screening Cc1nc(NCCc2ccc(F)cc2)c(C#N)c(C)c1[N+](=O)[O-] returned Mdm2 MdmX PPI 14, EBI2 block -22, CCR6 antag -8, Jurkat NFkB inh -2, 697 NFkB inh -1, UPR XBP1 act 2, Gli-Sufu block 4, CHOP UPR activ 1.2 and CXCR6 inh -6.
Screening COc1ccc(C(CNC(=O)c2ccc(S(=O)(=O)Nc3cccc(C)c3C)cc2)N2CCOCC2)cc1 (stereo not drawn) returned EBI2 block 3, CCR6 antag 1, Gli-Sufu block 4 and CXCR6 inh 4.
`O=C(Nc1ccc(F)cc1)c1cccc(N2C(=O)C3C4C=CC(C4)C3C2=O)c1` (stereo not drawn) gave Mdm2 MdmX PPI 21, EBI2 block -15, CCR6 antag 9, Jurkat NFkB inh -2, 697 NFkB inh -18, UPR XBP1 act 0, Gli-Sufu block -13, CHOP UPR activ 3.7 and CXCR6 inh -25.
For CCN1C(=O)C2(SC(NC(C)=O)=NN2C(C)=O)c2cc(C)cc(C)c21 (stereo not drawn) the results were Mdm2 MdmX PPI 27, EBI2 block -8, CCR6 antag 1, Jurkat NFkB inh -7, 697 NFkB inh 6, UPR XBP1 act -2, Gli-Sufu block 28, CHOP UPR activ -0.6 and CXCR6 inh -4.
For CCN(CC)CCCNC(=S)N(Cc1cccs1)Cc1cc2cc3c(cc2[nH]c1=O)OCCO3 the results were Mdm2 MdmX PPI 6, EBI2 block -2, CCR6 antag -7, Jurkat NFkB inh -6, 697 NFkB inh -8, UPR XBP1 act -3, Gli-Sufu block 26, CHOP UPR activ -1.7 and CXCR6 inh 5.
Cc1ccccc1C(=O)NNC(=O)Cc1cccc2ccccc12 was read as Mdm2 MdmX PPI 12, EBI2 block 8, CCR6 antag 10, Jurkat NFkB inh -5, 697 NFkB inh 24, UPR XBP1 act -1, Gli-Sufu block 7, CHOP UPR activ -2.2 and CXCR6 inh 5.
`O=S(=O)(Nc1ccc2c(c1)OCCO2)c1cccc2cccnc12` gave Mdm2 MdmX PPI 11, EBI2 block -2, CCR6 antag 10, Jurkat NFkB inh -1, 697 NFkB inh 1, UPR XBP1 act 0, Gli-Sufu block 21, CHOP UPR activ -0.1 and CXCR6 inh -3.

Continued (3 carried over from the part before).
For CCN(CC)CCCNC(=S)N(Cc1cccs1)Cc1cc2cc3c(cc2[nH]c1=O)OCCO3 the results were Mdm2 MdmX PPI 6, EBI2 block -2, CCR6 antag -7, Jurkat NFkB inh -6, 697 NFkB inh -8, UPR XBP1 act -3, Gli-Sufu block 26, CHOP UPR activ -1.7 and CXCR6 inh 5.
Cc1ccccc1C(=O)NNC(=O)Cc1cccc2ccccc12 was read as Mdm2 MdmX PPI 12, EBI2 block 8, CCR6 antag 10, Jurkat NFkB inh -5, 697 NFkB inh 24, UPR XBP1 act -1, Gli-Sufu block 7, CHOP UPR activ -2.2 and CXCR6 inh 5.
`O=S(=O)(Nc1ccc2c(c1)OCCO2)c1cccc2cccnc12` gave Mdm2 MdmX PPI 11, EBI2 block -2, CCR6 antag 10, Jurkat NFkB inh -1, 697 NFkB inh 1, UPR XBP1 act 0, Gli-Sufu block 21, CHOP UPR activ -0.1 and CXCR6 inh -3.
`O=C1[C@H](c2ccccc2)[C@@H](c2ccccc2)N1c1ccncc1` gave Mdm2 MdmX PPI 27, EBI2 block -47, CCR6 antag 9, 697 NFkB inh 18, UPR XBP1 act -1, Gli-Sufu block 1, CHOP UPR activ 1.6 and CXCR6 inh -6.
O=C1NC(=O)C(Cc2ccc(Cl)cc2)(c2ccccc2)N1 (stereo not drawn) was read as EBI2 block -6, CCR6 antag -1, Gli-Sufu block 5 and CXCR6 inh -2.
CCCS(=O)(=O)N1CCCC(C(=O)NCCCN(C)Cc2ccccc2)C1 (stereo not drawn) was read as Mdm2 MdmX PPI 17, EBI2 block -6, CCR6 antag -1, Jurkat NFkB inh -6, 697 NFkB inh 7, UPR XBP1 act 0, Gli-Sufu block 17, CHOP UPR activ -0.6 and CXCR6 inh -3.
O=C(Nc1cc2c3c(c1)CC(=O)N3CCC2)c1c(F)cccc1F was read as Mdm2 MdmX PPI 7, EBI2 block -10, CCR6 antag -8, Jurkat NFkB inh 8, 697 NFkB inh 8, UPR XBP1 act -1, Gli-Sufu block -7, CHOP UPR activ 0.0 and CXCR6 inh 0.
For COc1cc(C(O)P(=O)(OCCC(C)C)c2ccc(N(C)C)cc2)cc(OC)c1OC (stereo not drawn) the results were Mdm2 MdmX PPI 14, EBI2 block -17, CCR6 antag 4, Jurkat NFkB inh -4, 697 NFkB inh -2, UPR XBP1 act -4, Gli-Sufu block 1, CHOP UPR activ 0.1 and CXCR6 inh -4.
COc1cccc(CNC(=O)c2cc3oc4ccccc4c3n2C)c1OC was read as Mdm2 MdmX PPI 97*, EBI2 block -6, CCR6 antag 11, Jurkat NFkB inh 10, 697 NFkB inh -378, UPR XBP1 act -4, Gli-Sufu block 1, CHOP UPR activ 0.4 and CXCR6 inh 10.
`CC(NC(=O)CCC(=O)c1ccccc1)c1ccc(F)cc1` (stereo not drawn) gave Mdm2 MdmX PPI 2, EBI2 block -1, CCR6 antag 5, Jurkat NFkB inh -4, 697 NFkB inh 14, UPR XBP1 act 0, Gli-Sufu block -6, CHOP UPR activ -0.1 and CXCR6 inh 1.
`Cc1ccc(C(=O)C(OC(=O)CNS(=O)(=O)c2ccccc2)c2ccccc2)cc1` (stereo not drawn) gave Mdm2 MdmX PPI -9, EBI2 block 1, CCR6 antag 4, Jurkat NFkB inh -3, 697 NFkB inh 9, UPR XBP1 act -1, Gli-Sufu block 8, CHOP UPR activ -0.1 and CXCR6 inh 9.
Screening CCn1cc(C(=O)NCc2ccco2)c2cc(OC)c(OC)cc2c1=O returned Mdm2 MdmX PPI 6, EBI2 block 0, CCR6 antag 1, Jurkat NFkB inh 0, 697 NFkB inh 4, UPR XBP1 act 1, Gli-Sufu block 7, CHOP UPR activ -0.7 and CXCR6 inh -7.
Screening O=c1cc(N2CCCCC2)[nH]c(=O)n1C1CCCCC1 returned Mdm2 MdmX PPI -21, EBI2 block -3, CCR6 antag 10, Jurkat NFkB inh -18, 697 NFkB inh 0, UPR XBP1 act 3, Gli-Sufu block -11, CHOP UPR activ 0.4 and CXCR6 inh -4.
Screening CC(=O)Nc1ccc(NC(=O)C2CC(=O)Nc3ncnn32)cc1 (stereo not drawn) returned Mdm2 MdmX PPI 4, EBI2 block 0, CCR6 antag -2, Jurkat NFkB inh -2, 697 NFkB inh 2, UPR XBP1 act -3, Gli-Sufu block 5, CHOP UPR activ 0.1 and CXCR6 inh 11.
Screening Cn1c(N)c(N=O)c(=O)n(C)c1=O returned Mdm2 MdmX PPI 13, EBI2 block -3, CCR6 antag 5, Jurkat NFkB inh -6, 697 NFkB inh 6, UPR XBP1 act -2, Gli-Sufu block -3, CHOP UPR activ -1.6 and CXCR6 inh 0.
`COC(=O)Cc1c(C(=O)OC)nnn1-c1ccc(OC(F)(F)F)cc1` gave Mdm2 MdmX PPI 18, EBI2 block -3, CCR6 antag 1, Jurkat NFkB inh 2, 697 NFkB inh -4, UPR XBP1 act -1, Gli-Sufu block -4, CHOP UPR activ -2.9 and CXCR6 inh -5.

Bioassay records deposited in PubChem by Sanford-Burnham Center for Chemical Genomics.
